# Bioassay records as filed in PubChem.
# MLL CXXC-DNA inh: inhibitors of human MLL CXXC domain-DNA interaction | 290,000 tested, 0.037% active | AID 2662 | Q03164 | MLL-CXXC / FITC-HOXA9 DNA fluorescence polarization | Potency, µM (doses to about 115 µM), inactives show at the highest dose activity change, negative = inhibition, actives largely listed as inhibitors; active means well fitted inhibition curve with a large enough effect in the polarisation, with a control signal flat, not every such curve was filed as active; inconclusive means small, poorly fitted or top-dose-only effect, or effect the other way, or a change in a side signal; inactive means no such curve, though single readings can be large or run the other way; the % refers to the polarisation; further: potency means the concentration at half of the fitted maximal effect
#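 Steps: dispense CXXC domain solution (7 uM) → pin compounds or unlabeled HOX-A9 DNA control → 5 min ambient → add FLSN-HOX-A9 solution (50 nM) → spin → 30 min ambient → fluorescence polarization. Tris pH 7.5/NaCl/DTT/BSA buffer.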
# S-ASM inh: human S-ASM enzyme inhibition; P17405; placental ASM, HMU-PC fluorogenic substrate, 60 min; 340,000 tested, 0.006% active; Potency, µM (highest dose often 57.5 µM), for inactives: at the top dose activity change, negative = inhibition, usual class: inhibitors; further: potency means the concentration at half of the fitted maximal effect
#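 HMU-PC0 cleavage (9 uM final) by human placental ASM, 60 min at 37 °C following 10 min compound exposure at RT; stopped at pH 10, fluorescence Ex 386/Em 447 nm.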
# AT treatment: potential ataxia-telangiectasia treatments restoring KAP-1 phosphorylation; 320,000 tested, 0.19% active; […] A-T fibroblasts, KAP-1 phosphorylation AlphaLISA; neocarzinostatin DNA damage 30 min before lysis; AID 485349; Potency, µM (series often up to 57.5 µM), for inactives: at the top dose activation, actives largely listed as activators; further: potency means the concentration at half of the fitted maximal effect; % of control where 0% means no effect; nearly all actives have a fitted effect of over 45% in size
#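 ATM-like activity read as KAP-1 phosphorylation via AlphaLISA donor/acceptor antibody pairs after lysis and 6 hr at 25C. Cells were ATM-null patient fibroblasts ([…], hTERT), dosed 60 min, then exposed to the DSB inducer NCS for 30 min.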
# a7 integrin act: activators of alpha7 integrin expression for muscular dystrophy; alpha7betagal myoblasts, beta-gal FDG fluorescence, 48 h; Potency, µM (top dose mostly 38.3 µM), for the others: top-dose activation, actives largely listed as activators; 350,000 tested, 0.064% active;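 further: potency means the concentration at half of the fitted maximal effect; 100% = response of the positive control SU9516; nearly all actives have a fitted effect of over 60% in size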
#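 Alpha7betagal+/- myoblasts (passage 13) were plated 16-24 hr, then exposed to compounds (1:260 dilution of DMSO stock) for 48 hours at 37C. After MPER lysis, β-galactosidase reporter activity was read as FDG fluorescence (ex 480/em 540) after 30 minutes.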
# MBNL1 CUG block: MBNL1-poly(CUG) RNA binding inhibition | Q9NR56 | TR-FRET MBNL1-His/biotin-(CUG)12 binding, 665/545 ratio | Potency, µM (highest dose often 57.5 µM), for the others: at the highest dose activity change, negative = inhibition, hits mostly inhibitors | 280,000 tested, 0.036% active; active means well fitted inhibition curve with a large enough effect in the signal ratio, with a control signal flat, not every such curve was filed as active; inconclusive means small, poorly fitted or top-dose-only effect, or effect the other way, or a change in a side signal; inactive means no such curve, though single readings can be large or run the other way; the % refers to the signal ratio; further: potency means the concentration at half of the fitted maximal effect; on the % scale 0 is the no-effect control and ±100 the full control effect
#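 TR-FRET between His-tagged MBNL1 and biotin-(CUG)12 RNA, detected with Tb anti-His antibody (0.055 ng/ul) and streptavidin-XL665 (5 nM), 60 min at room temperature. Compounds titrated 92 nM to 58 uM; 665/545 nm ratio normalized to buffer and complex controls.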
# TCR activator: T cell receptor activation; primary human leukocytes, anti-CD3, IL-2 HTRF, 48 h; Potency, µM (top dose mostly 9.22 µM), without a hit: at the highest dose activation of IL-2 secretion, most hits filed as activators; AID 504894; 330,000 tested, under 10 active; further: % of control where 0% means no effect
#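 Using a-CD3 beads without co-stimulation, primary human leukocytes were exposed to compounds for 48 hr. An HTRF IL-2 kit measured the cytokine, with europium-to-d2 energy transfer producing emission at 665nm upon 320nm excitation.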
# PTAP TSG101 blk: blocks PTAP/TSG101 interaction to inhibit HIV-1 budding | 340,000 tested, under 10 active | Q99816 | Fluorescence polarization, FITC-PTAP peptide / Tsg101 binding | Potency, µM (highest dose often 115 µM), without a hit: at the top dose activity change, negative = inhibition, hits mostly inhibitors; active means well fitted inhibition curve with a large enough effect in the main read-out, with a control signal flat, not every such curve was filed as active; inconclusive means small, poorly fitted or top-dose-only effect, or effect the other way, or a change in a side signal; inactive means no such curve, though single readings can be large or run the other way; further: potency means the concentration at half of the fitted maximal effect; % of control where 0% means no effect
#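 Fluorescence polarization binding of Tsg101 binding domain (10 uM final) to FITC-labeled PTAP peptide (50 nM final) in HEPES pH 7.5 buffer with NaCl, Tween 20, EDTA, TCEP. Compounds added before peptide; binding 20 min at RT.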
# TSHR antagonist: human thyrotropin receptor antagonism | P16473 | TSHR-expressing cells, TSH-stimulated cAMP HTRF, 2 h; active compounds read low | activity change, negative = inhibition, % at 11.5 µM | 330,000 tested, 0.2% active;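 active means activity change below a set negative limit, meaning inhibition stronger than a set level, cut at about -70% in these data; inconclusive means activity change between two set negative limits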; further: on the % scale 0 is the no-effect control and ±100 the full control effect
# Target sequence (P16473 whole entry, looked up): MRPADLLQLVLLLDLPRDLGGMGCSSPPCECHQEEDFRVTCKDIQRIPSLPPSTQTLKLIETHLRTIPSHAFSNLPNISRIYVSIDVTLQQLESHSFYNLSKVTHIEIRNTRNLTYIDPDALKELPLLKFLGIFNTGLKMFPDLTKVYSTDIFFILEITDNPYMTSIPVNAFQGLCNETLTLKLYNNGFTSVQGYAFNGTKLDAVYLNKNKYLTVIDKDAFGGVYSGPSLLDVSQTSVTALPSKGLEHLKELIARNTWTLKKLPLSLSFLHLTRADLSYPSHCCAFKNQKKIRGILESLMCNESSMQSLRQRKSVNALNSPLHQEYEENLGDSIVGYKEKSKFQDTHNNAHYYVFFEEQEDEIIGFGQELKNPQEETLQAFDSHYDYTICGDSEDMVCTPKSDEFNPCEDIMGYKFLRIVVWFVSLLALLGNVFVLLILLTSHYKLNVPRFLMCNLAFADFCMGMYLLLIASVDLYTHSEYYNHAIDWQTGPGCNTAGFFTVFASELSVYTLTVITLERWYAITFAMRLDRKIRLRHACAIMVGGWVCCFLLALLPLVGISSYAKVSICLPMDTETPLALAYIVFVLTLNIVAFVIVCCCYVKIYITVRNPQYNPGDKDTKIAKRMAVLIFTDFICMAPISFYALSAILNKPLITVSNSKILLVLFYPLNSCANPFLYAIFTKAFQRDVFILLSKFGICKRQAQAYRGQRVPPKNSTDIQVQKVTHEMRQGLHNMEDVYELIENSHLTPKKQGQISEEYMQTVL
#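 TSHR-expressing cells, 200/well, pre-treated with compound, then stimulated with EC80 TSH (4nM final) for 2 hours at 37 deg C. cAMP measured by competitive HTRF: anti-cAMP cryptate antibody in lysis buffer plus cAMP-d2, read after 30 minutes at room temperature.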
# Menin-MLL TR inh: inhibitors of human menin-MLL interaction, mutant MLL peptide; O00255; Menin + Texas Red MLL mutant peptide, fluorescence polarization; Potency, µM (doses to about 61.6 µM), inactives show at the top dose FP activity change, negative = inhibition, hits mostly inhibitors; 270,000 tested, 0.23% active; AID 1768; active means well fitted inhibition curve with a large enough effect in the polarisation, with a control signal flat, not every such curve was filed as active; inconclusive means small, poorly fitted or top-dose-only effect, or effect the other way, or a change in a side signal; inactive means no such curve, though single readings can be large or run the other way; the % refers to the polarisation; further: potency means the concentration at half of the fitted maximal effect; % of control where 0% means no effect; many of its hits are not listed in these tables
# Mito fusion act: mitochondrial division inhibition or fusion activation | S. cerevisiae fusion-defective mutant growth rescue, CellTiterGlo 48 h | Potency, µM (doses to about 46.1 µM), inactives show top-dose growth rescue (activation), usual class: activators | 320,000 tested, 0.23% active;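 further: potency means the concentration at half of the fitted maximal effect; % of control where 0% means no effect; nearly all actives have a fitted effect of over 45% in size; temperature-sensitive fusion mutants such as fzo1-1 at 37 °C on non-fermentable ethanol glycerol medium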
#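 Read-out: ATP-based luminescence (CellTiterGlo, 10 min ambient) reporting growth of fusion-defective ts yeast after 48 hours at 37C on glycerol/ethanol YPEG medium in the presence of compound.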
# The depositor's hits bear a star; ? = inconclusive; . = not tested or not shown; [ ] = remark or other dose. Unless noted, the call rests on the fitted dose curve; in most records, active means well fitted curve in the direction sought with a large enough effect; inconclusive means small, poorly fitted or top-dose-only effect, or another doubt; inactive means no such curve, though single readings can be large; an effect the other way counts as inactive or inconclusive. The list is partial; the hit share may differ from the screen's.
# The opening 7 compounds as a preview:
SMILES,MLL CXXC-DNA inh,S-ASM inh,AT treatment,a7 integrin act,MBNL1 CUG block,TCR activator,PTAP TSG101 blk,TSHR antagonist,Menin-MLL TR inh,Mito fusion act
CN(C#N)c1nc(Cl)nc(Nc2cccc(Cl)c2)n1,53%[activator],-3%,3%,-2%,-5%,2%[46.1 µM],1%,-7,14%,-1%
CCOc1ccccc1NC(=S)NNS(=O)(=O)c1c(C)cc(C)cc1C,6%,-7%,8%,-17%,-18%,-11%[46.1 µM],1%,6,-6%,-16%
COC(=O)CN1C(=O)[C@H]2[C@@H](/C=C/c3ccccc3)N3C(=O)CN(Cc4ccccc4)C(=O)[C@@]3(Cc3ccccc3)[C@H]2C1=O,8%,4%,8%,33%,-10%,6%,-9%,23,-1%,2%
CCC(=O)N1CCc2cc(S(=O)(=O)N3CCN(c4ccccc4)CC3)ccc21,-1%,-1%,10%,?,0%,2%,-3%,-11,.,0%
O=C(c1cccc(S(=O)(=O)Nc2ccc(Br)cc2)c1)N1CCC1,5%,-2%,11%,0%,-1%,7%,2%,1,.,0%
COc1cccc(C(=O)Nc2ccc(NC(C)=O)cc2)c1,9%,0%,2%,-7%,-1%,-1%,-3%,-2,-3%,0%
COc1ccc(N(C)C(=O)CC2(CC(=O)O)CCCCC2)cc1,-3%,-2%,2%,9%,-9%,5%,-1%,8,-9%,-4%

# Results, repeating the preview:
SMILES,MLL CXXC-DNA inh,S-ASM inh,AT treatment,a7 integrin act,MBNL1 CUG block,TCR activator,PTAP TSG101 blk,TSHR antagonist,Menin-MLL TR inh,Mito fusion act
CN(C#N)c1nc(Cl)nc(Nc2cccc(Cl)c2)n1,53%[activator],-3%,3%,-2%,-5%,2%[46.1 µM],1%,-7,14%,-1%
CCOc1ccccc1NC(=S)NNS(=O)(=O)c1c(C)cc(C)cc1C,6%,-7%,8%,-17%,-18%,-11%[46.1 µM],1%,6,-6%,-16%
COC(=O)CN1C(=O)[C@H]2[C@@H](/C=C/c3ccccc3)N3C(=O)CN(Cc4ccccc4)C(=O)[C@@]3(Cc3ccccc3)[C@H]2C1=O,8%,4%,8%,33%,-10%,6%,-9%,23,-1%,2%
CCC(=O)N1CCc2cc(S(=O)(=O)N3CCN(c4ccccc4)CC3)ccc21,-1%,-1%,10%,?,0%,2%,-3%,-11,.,0%
O=C(c1cccc(S(=O)(=O)Nc2ccc(Br)cc2)c1)N1CCC1,5%,-2%,11%,0%,-1%,7%,2%,1,.,0%
COc1cccc(C(=O)Nc2ccc(NC(C)=O)cc2)c1,9%,0%,2%,-7%,-1%,-1%,-3%,-2,-3%,0%
COc1ccc(N(C)C(=O)CC2(CC(=O)O)CCCCC2)cc1,-3%,-2%,2%,9%,-9%,5%,-1%,8,-9%,-4%
COc1ccc(S(=O)(=O)NCc2ccco2)cc1C(=O)N1CCOCC1,-12%,2%,-3%,-8%,-3%,-3%,-1%,14,1%,-1%
Cc1ccc(NC(=O)C2CCC(CNc3c(N4CCC(C)CC4)c(=O)c3=O)CC2)cc1F (stereo not drawn),2%,-9%,-6%,14%,-2%,-196%,0%,3,.,-2%
COc1cc(NC(=O)CSc2nc(C)c(C)c(C)n2)cc(OC)c1,-19%,10%,8%,-15%,-1%,-1%,-4%,-10,9%,1%
CC1CN(c2ccc([N+](=O)[O-])cn2)CC(C)O1 (stereo not drawn),-3%,-7%,-4%,17%,.,1%,4%,0,.,-4%
O=C(N[C@@H](Cc1ccccc1)C(=O)NC1CC1)c1ccc(Cl)cc1,-6%,5%,-4%,12%,-5%,16%,-2%,19,-8%,?
Cc1ccc(S(=O)(=O)N2CCCC2C(=O)NCCc2nc3ccccc3[nH]2)cc1 (stereo not drawn),0%,0%,0%,19%,-13%,2%[46.1 µM],-4%,2,4%,-2%
CC1CCCCN1S(=O)(=O)c1ccc(C(=O)Nc2nnc(-c3ccccc3Cl)o2)cc1 (stereo not drawn),-20%,1%,.,-29%,8%,-7%,-1%,-11,?,3%
CCOCCn1c(C(C)O)nc2ccccc21 (stereo not drawn),8%,4%,-1%,-12%,7%,-26%[46.1 µM],-1%,18,3%,-5%
COCCn1c(SCC(=O)Nc2nnc(C)s2)nnc1-c1ccco1,4%,0%,-2%,-11%,-9%,4%,-5%,0,4%,1%
COc1ccccc1-c1ccc2nnc(SC)n2n1,-3%,14%,-1%,-4%,?,1%,-2%,-2,-5%,-2%
Cc1coc2c(C)c3oc(=O)c(CCC(=O)NCCCN4CCOCC4)c(C)c3cc12,-7%,29%,-1%,-2%,-5%,0%,-6%,-4,-25%,2%
Nc1ccc(S(=O)(=O)Nc2nccs2)cc1N=Nc1ccccc1[N+](=O)[O-],.,-7%,.,-8%,.,0%,-3%,.,.,.
CCN(CC)S(=O)(=O)c1ccc(OC)c(NC(=O)CSCc2c(C)noc2C)c1,.,7%,-43%,-26%,.,8%[46.1 µM],-1%,35,.,.
CCOC(=O)c1sc(NCc2ccco2)c(-c2nc3ccccc3s2)c1N,-8%,-11%,5%,-24%,?,-2%,3%,-9,?,3%
O=C(NC(=S)Nc1ccc(S(=O)(=O)N2CCCC2)cc1)C1CCC1,-1%,-3%,-25%,-31%,-5%,0%[46.1 µM],-1%,-7,3%,8%
O=C(COC(=O)c1nc(Cl)ccc1Cl)NC1CCCCC1,.,1%,-7%,17%,.,-2%,0%,19,.,5%
CCCNc1nc(C)c(C(C)=O)cc1C#N,0%,3%,2%,-5%,1%,0%,0%,0,-13%,4%
COc1ccc(C2=NN(C(=O)CSc3ncccn3)C(c3ccc(C)cc3)C2)cc1 (stereo not drawn),6%,?,2%,-3%,-4%,13%[46.1 µM],2%,28,-3%,?
Cc1ccc(C(c2nnnn2C(C)(C)C)N2CCc3ccccc3C2)cc1 (stereo not drawn),6%,.,4%,.,-2%,.,.,6,4%,2%
Cn1nnnc1SCC(=O)Nc1ccccc1C(=O)NC1CC1,-2%,6%,-1%,-2%,-3%,-3%,-6%,-4,-2%,0%
COc1ccc(/C=C/C(=O)Nc2cccnc2)cc1OC,8%,13%,0%,-15%,21%,8%,-1%,-3,?,-2%
S=C(NCCC1=CCCCC1)Nc1ccc(Cl)cc1,-5%,1%,-8%,17%,-3%,1%[46.1 µM],-1%,11,-3%,-1%
COc1ccc(NS(=O)(=O)c2ccc(C)c(C(=O)NC3CCN(Cc4ccccc4)CC3)c2)cc1,?,3%,4%,-15%,-3%,-5%,.,7,-11%,-3%
CCOC(=O)c1c(C)[nH]c(C(C)=NNC(=O)Cn2nc(C)cc2C)c1C,.,4%,0%,7%,.,2%,0%,.,.,.
O=C(Nc1ccc(CN2CCOCC2)cc1)c1cccc(-c2cc3ccccc3oc2=O)c1,3%,-2%,-7%,-11%,18%,5%,-1%,1,?,-3%
COc1ccc2[nH]c3c(c2c1)CCN1C(=O)C(CC(=O)NC/C=C(\C)CCC=C(C)C)C[C@H](C(=O)N(C(C)C)C(C)C)[C@@]31C (stereo partly drawn),.,-18%,3%,0%,.,-4%[46.1 µM],-5%,6,.,.
CC(C)CCN1C(=O)c2ccc(C(=O)OCC(=O)N(C)C3CCS(=O)(=O)C3)cc2C1=O (stereo not drawn),.,0%,3%,7%,.,-6%,-7%,-8,.,-1%
Cc1ccnc(NC(=O)COc2ccccc2[N+](=O)[O-])c1,0%,.,10%,.,1%,.,.,-6,-11%,-2%
Cc1ccccc1OCC(=O)NCCS(=O)(=O)N1CCN(c2ccc(F)cc2)CC1,.,-2%,0%,-14%,.,2%,2%,8,.,5%
CCCNC(=O)C(Cc1ccccc1C)NC(=O)c1ccc(C(F)(F)F)cc1 (stereo not drawn),.,4%,4%,-4%,.,-4%,0%,10,.,-19%
O=S(=O)(c1ccc(Cl)cc1)N1CCC2(CC1)OCCO2,0%,3%,15%,-43%,1%,-2%,0%,-3,-6%,1%
